Screens (PubChem BioAssay)
TRPC4 inh: inhibitors of mouse TRPC4 channel, primary screen, Fluo4 calcium, HEK293 TRPC4beta/mu-opioid cells | 300,000 compounds, 0.39% hits | B-score at 10 µM | Short transient receptor potential channel 4 (Mus musculus), Q9QUQ5 | DAMGO-evoked Fluo4 calcium flux; active compounds read low;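 active = B-score over 3 SD under the library average, no early fluorescence shift, positive overall ratio signal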
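Material: HEK293 cells with stable TRPC4beta plus mu-opioid receptor expression; probe or stimulus: DAMGO in two steps, submaximal then maximal; technique: Fluo4 calcium fluorescence by kinetic imaging, 5 s 1 Hz baseline; measure: integrated fluorescence ratio relative to baseline, converted to per-well B score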
HIF act: HIF pathway transcriptional activators, primary screen, cell-based, U2OS HRE-luciferase, luminescence | U2OS HRE-luciferase reporter; normalized: DMSO 0%, desferrioxamine 100% | activation, % at 7.5 µM (by protocol) | 300,000 compounds, 0.32% hits | AID 1910, 2009;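 active = mean activation of at least 10% of the iron chelator positive control signal, with at least half of replicates also reaching 10%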
TRPC6 activator: mouse TRPC6 channel activators, primary screen, cell-based, HEK293, membrane potential dye. Short transient receptor potential channel 6 (Mus musculus), Q61143. HEK293-TRPC6 membrane potential dye fluorescence; active compounds read high. B-score at 10 µM. 310,000 compounds, 0.13% hits. AID 2550, 2010;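 active = B-score of the integrated fluorescence ratio above library mean plus 3 SD, and starting fluorescence ratio within library mean plus 5 SD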;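 also: higher score means more depolarization so channel activation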
Platelet DG rel: inhibitors of platelet dense granule secretion, primary screen, cell-based, MLPCN, human platelets. human platelet-rich plasma, SFLLRN dense granule ATP release, luminescence. inhibition, %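 (compounds screened at 7.5 µM in platelet-rich plasma)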. 300,000 compounds, 0.22% hits;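 active = mean replicate score, as percent of positive control, at or above 50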
SKKanGAS inh: S. pyogenes SKKanGAS growth inhibitors in kanamycin, primary screen, streptokinase expression inhibitor project, SKKanGAS strain, BacTiter-Glo luminescence | 6 h | inhibition, % at 7.5 µM | 300,000 compounds, 1.3% hits;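 active = mean replicate score, as percent of positive control median, at least 50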;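 also: strain carries kanamycin resistance gene driven by streptokinase promoter and grows in 40 µg/ml kanamycin; loss of luminescence reflects streptokinase promoter inhibition or plain growth inhibition; 0% = median of DMSO wells and 100% = positive control at its reference dose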
TRPC6 inh: mouse TRPC6 channel inhibitors, primary screen, cell-based, HEK293, membrane potential dye | B-score at 10 µM | AID 2553, 2010 | 310,000 compounds, 1.1% hits | ACh-evoked depolarization; active compounds read low;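 active = B-score under library mean minus 3 SD, initial fluorescence not abnormally high, positive integrated signal ratio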;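 also: B-score derived from integrated fluorescence ratio over the kinetic read; more negative B-score means stronger inhibition of depolarization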
RGS4 pot: RGS4 potentiators or activators, primary screen, cell-based, HEK293 M3R inducible RGS4, calcium flux. carbachol calcium flux Fluo4; active compounds read low. B-score at 10 µM. 310,000 compounds, 0.92% hits. AID 463111, 2010;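 active = B-score of the integrated calcium signal more than 4 SD below the library mean, with starting fluorescence not abnormally high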;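 also: negative B-score means reduced calcium response which marks RGS4 activation or potentiation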
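Material: Inducible-RGS4 HEK293 cells carrying M3 receptor; also added: carbachol at ECmax as muscarinic agonist stimulus; incubation: compound preincubation 20 min at room temperature before agonist; signal: Fluo4-AM (2 µM) calcium-flux fluorescence, kinetic read; measure: integrated calcium ratio converted to B score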
MrgX1 antag: antagonists of human MrgX1 receptor, primary screen, HEK293 cells, Fluo-4 calcium flux | Mas-related G-protein coupled receptor member X1 (Homo sapiens), Q96LB2 | BAM8-22 antagonism; active compounds read low | B-score at 10 µM | 310,000 compounds, 1.3% hits;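 active = calcium-response B-score plate-corrected more than 3 library SD below zero, starting fluorescence within 5 deviations, no agonist response on first addition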;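 also: peak minus trough fluorescence over baseline after final BAM8-22 challenge near maximal dose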
Target sequence (Q96LB2 whole entry, looked up): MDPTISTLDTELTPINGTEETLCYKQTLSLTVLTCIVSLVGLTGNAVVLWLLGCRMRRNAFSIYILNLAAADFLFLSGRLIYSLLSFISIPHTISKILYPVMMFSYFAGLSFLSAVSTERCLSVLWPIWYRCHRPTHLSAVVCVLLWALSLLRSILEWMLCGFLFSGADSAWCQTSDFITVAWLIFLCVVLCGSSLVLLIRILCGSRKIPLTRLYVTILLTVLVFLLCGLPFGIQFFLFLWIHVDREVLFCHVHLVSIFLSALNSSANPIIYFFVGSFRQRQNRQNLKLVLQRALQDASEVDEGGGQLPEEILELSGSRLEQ
MrgX1 ag: agonists of human MrgX1 receptor, primary screen, HEK293 cells, Fluo-4 calcium flux. Mas-related G-protein coupled receptor member X1 (Homo sapiens), Q96LB2. Fluo-4 calcium fluorescence, agonist mode; active compounds read high. B-score at 10 µM. 310,000 compounds, 0.44% hits. AID 588627, 2011;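 active = calcium response B-score plate-corrected fluorescence ratio at least 3 library SD, with starting fluorescence B-score inside 5 SD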
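Test system: Stable human MrgX1 HEK293 cell line | Schedule: Overnight plating before 1 h dye loading | Read-out basis: Baseline-normalised fluorescence change ratio, B-scored | Detection: Kinetic calcium dye fluorescence, Fluo-4 NW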
RGS4 block: RGS4 inhibitors, primary screen, cell-based, HEK293 M3R inducible RGS4, calcium flux | Regulator of G-protein signaling 4 (Homo sapiens), P49798 | Fluo-4 calcium flux; active compounds read high; triggered by carbachol at its EC20 | 310,000 compounds, 0.45% hits | B-score at 10 µM | AID 463165, 2010;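 active = B-score, a plate-corrected calcium signal, over three deviations above library mean, with baseline fluorescence within five deviations of library mean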;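 also: RGS4 expression induced by doxycycline in cells with stable M3 receptor; B-score is computed from the integrated fluorescence ratio over baseline after carbachol; higher B-score means a larger calcium signal and so more RGS4 inhibition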
Target sequence (P49798 whole entry, looked up): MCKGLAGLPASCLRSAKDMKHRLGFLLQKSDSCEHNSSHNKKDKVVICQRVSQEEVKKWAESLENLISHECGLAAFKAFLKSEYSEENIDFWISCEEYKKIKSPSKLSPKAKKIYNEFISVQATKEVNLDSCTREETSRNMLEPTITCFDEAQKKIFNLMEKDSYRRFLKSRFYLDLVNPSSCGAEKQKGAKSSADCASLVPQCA
MrgX1 PAM: positive allosteric modulators of MrgX1, primary screen, HEK293 cells, Fluo-4 calcium flux; FDSS; active compounds read high; 310,000 compounds, 0.63% hits; B-score at 10 µM; AID 588675, 2011; Mas-related G-protein coupled receptor member X1 (Homo sapiens), Q96LB2;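 active = plate-corrected calcium response at least 3 library SD above typical, normal starting fluorescence, not activating the receptor alone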;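 also: compound read alongside a low EC10 to EC30 dose of BAM8-22 agonist; peak minus trough fluorescence over baseline measured at the second addition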
* hit, by the source's call; i = inactive; . = no result given.

SMILES	TRPC4 inh	HIF act	TRPC6 activator	Platelet DG rel	SKKanGAS inh	TRPC6 inh	RGS4 pot	MrgX1 antag	MrgX1 ag	RGS4 block	MrgX1 PAM
CCOC(=O)C1CCN(C(=O)Cc2ccc(-c3ccccc3)cc2)CC1	i	-44	i	-7	0	i	i	i	i	i	i
Cc1ccccc1OC(=O)n1c(=S)oc2cc(Cl)ccc21	i	-0.1	i	-3	-6	i	i	i	i	i	i
CCCc1cc(C(=O)N2CCCC(N3CCN(c4ccc(F)cc4)CC3)C2)no1 (configuration not stated)	i	-0.3	i	-3	-1	i	i	i	i	i	i
CCOC(=O)C1CCN(C(=O)Cn2cc(C(=O)OC)c3ccccc32)CC1	i	-0.6	i	8	1	i	i	i	i	i	i
COc1ccc2cc(/C=N/NC(=O)CSCc3ccc([N+](=O)[O-])cc3)c(Cl)nc2c1	i	0.1	i	9	-4	i	i	i	i	i	i
Nc1ccc(C(=O)NC2CCSc3ccccc32)cc1[N+](=O)[O-] (configuration not stated)	i	2.4	i	11	2	i	i	i	i	i	i
CC(=O)Oc1cccc(N2C(=O)C3C4C=CC(C4=C(C)C)C3C2=O)c1 (configuration not stated)	i	0.3	i	-2	3	i	i	i	i	i	i
CC(C)c1ccc(NC(=O)CCN2C(=O)c3ccc([N+](=O)[O-])cc3C2=O)cc1	i	-0.1	i	14	8	i	i	i	i	i	i
CCC1CCCCN1CCNC(=O)C1CCCN(S(=O)(=O)c2cccc3nsnc23)C1 (configuration not stated)	i	-0.2	i	-6	-16	i	i	i	i	i	i
O=C(CC(NS(=O)(=O)c1ccc(Cl)cc1)c1ccco1)NCc1ccco1 (configuration not stated)	i	-0.4	i	6	4	i	i	i	i	i	i
O=S(=O)(c1ccccc1)N1N=C(c2ccc(Br)cc2)CC1c1ccco1 (configuration not stated)	i	-0.9	i	2	-4	i	i	i	i	i	i
CN(C)CCNC(=O)c1ccc(Cl)s1	i	-0.3	i	-5	2	i	i	i	i	i	i
COc1ccc(C)cc1NC(=O)c1cc(S(=O)(=O)N2CCOCC2)cn1C	i	-0.1	i	39	-6	i	i	i	i	i	i
Cc1cccc(N2CN(Cc3ccco3)CNC2=S)c1	i	0.1	i	-2	-5	i	i	i	i	i	i
CCOC(=O)N1CCN(C(=O)/C=C/c2ccc(C(C)(C)C)cc2)CC1	i	0.8	i	4	6	i	i	i	i	i	i

Profiles as entered above. Values in the order: TRPC4 inh, HIF act, TRPC6 activator, Platelet DG rel, SKKanGAS inh, TRPC6 inh, RGS4 pot, MrgX1 antag, MrgX1 ag, RGS4 block, MrgX1 PAM
CCOC(=O)C1CCN(C(=O)Cc2ccc(-c3ccccc3)cc2)CC1 reads i, -44, i, -7, 0, i, i, i, i, i, i
Cc1ccccc1OC(=O)n1c(=S)oc2cc(Cl)ccc21 reads i, -0.1, i, -3, -6, i, i, i, i, i, i

Following part:
SMILES	TRPC4 inh	HIF act	TRPC6 activator	Platelet DG rel	SKKanGAS inh	TRPC6 inh	RGS4 pot	MrgX1 antag	MrgX1 ag	RGS4 block	MrgX1 PAM
Cc1cc(N2C(=O)C3C4c5ccccc5C(c5ccccc54)C3C2=O)no1 (configuration not stated)	i	-0.8	i	-4	-5	i	i	i	i	i	i
CN(C)CCCOC(=O)c1ccc(Br)cc1	i	-1.3	i	-1	10	i	i	i	i	i	i
Cc1cccc(-n2c(CNC(=O)c3ccccc3)nnc2SCC(=O)Nc2nccs2)c1	i	-0.7	i	-5	7	i	i	i	i	i	i
CCOC(=O)c1c(CN2CCOCC2)n(-c2ccccc2)c2cc(Br)c(OC)cc12	i	-1.0	i	-6	19	i	i	i	i	i	i
CCOc1ccc(C(=O)NC(C(=O)NCc2cccnc2)C(C)C)cc1 (configuration not stated)	i	0.1	i	-14	1	i	i	i	i	i	i
Cc1cc(=O)oc2c(C)c(OCC(=O)NCCN3CCOCC3)ccc12	i	0.6	i	-1	6	i	i	i	i	i	i
CC(O)c1ccc(-n2cnnn2)cc1 (configuration not stated)	i	0.0	i	1	-5	i	i	i	i	i	i
COc1cccc(NC(=O)c2ccc(OC(F)(F)F)cc2)c1	.	1.3	.	27	8	.	.	i	i	.	i
CCOC(=O)Cn1nnnc1C(C(C)C)N(Cc1cc2c(C)cc(C)cc2[nH]c1=O)C1CCCC1 (configuration not stated)	i	1.6	i	3	16	i	i	i	i	i	i
CCN(CC)CCC(=O)NN	i	-0.6	i	3	-2	i	i	i	i	i	i
O=C(NC(=O)c1ccccc1O)c1ccc(C(F)(F)F)cc1	i	1.7	i	1	0	i	i	i	i	i	i
CC1(C)Cc2cccc(OCC(=O)NCc3cccs3)c2O1	i	-0.3	i	5	-7	i	i	i	i	i	i
CCOc1cccc(/C=N/N2C(C)CCCC2C)c1O (configuration not stated)	i	0.7	i	2	3	i	i	i	i	i	i
CC1CCCN(CCCNC(=O)CCn2nc(-c3ccccc3)ccc2=O)C1 (configuration not stated)	i	-0.6	i	24	0	i	i	i	i	i	i
O=C(Cn1[nH]c(=O)c2ccccc2c1=O)NNC(=O)c1ccccc1	i	-0.3	i	1	-8	i	i	i	i	i	i
Cc1cc(N/N=C/c2ccc(O)c(C)c2O)nc(-c2ccccc2O)n1	i	0.4	i	-3	58*	i	i	i	i	i	i
NCCCC[C@H](N)c1nnc([C@H](CCC(=O)O)NC(=O)C2CCNCC2)o1	i	0.2	i	-1	4	i	i	i	i	i	i
COc1ccc(NC(=S)Nc2ccccc2F)c(OC)c1	i	0.2	i	-1	-2	i	i	i	i	i	i
COc1ccc(C(=O)NC(=S)Nc2nc(C)cc(C)n2)cc1Br	i	0.6	i	-4	-5	i	i	i	i	i	i
COCCNCC1C(Oc2ccc(Cl)cc2)C(=O)N1c1ccccc1C (configuration not stated)	i	-0.2	i	8	-5	i	i	i	i	i	i
O=c1[nH]ncc(N2CCCCCC2)c1Cl	i	0.4	i	-4	-19	i	i	i	i	i	i
CN1CCN(CCC(=O)N/N=C/c2ccccc2F)CC1	i	-0.5	i	-7	-8	i	i	i	i	i	i
O=C1NC(=O)/C(=C\c2ccccc2Oc2ccc(F)c(F)c2)S1	i	-0.4	i	14	37	i	i	i	i	i	i
Cc1ccccc1C(=O)NNC(=O)CSc1nnc(-c2ccncc2)n1-c1ccccc1	i	0.0	i	-2	12	i	i	i	i	i	i
O=C(CC12CC3CC(CC(C3)C1)C2)NC1CC1	i	-0.3	i	1	2	i	i	i	i	i	i
Cc1ccc(-c2csc3nnc(SCC(=O)NCc4ccco4)n23)cc1	.	0.0	i	4	-7	i	i	i	i	i	i
Cc1cccc(N(CC(=O)NC2CCCC2)C(=O)c2csnn2)c1C	i	-0.1	i	-2	3	i	i	i	i	i	i
CC(=O)c1c(N2CCN(c3ccccn3)CC2)nc(=S)n(-c2ccccc2)c1C	i	-0.3	i	4	7	i	i	i	i	i	i
Cc1ccc(SCCC(=O)NCCSCc2ccccc2C)cc1	i	-0.5	i	-19	-3	i	i	i	i	i	i
OC(COCc1ccccc1)CN1CCN(c2ccccc2)CC1 (configuration not stated)	i	-0.9	i	8	-2	i	i	i	i	i	i
c1ccc(CCCCNCC2COc3ccccc3O2)cc1 (configuration not stated)	i	0.2	i	-2	0	i	i	i	i	i	i
COc1cc(NC(=O)C2CCCCN2)ccc1OCC(C)C (configuration not stated)	i	0.1	i	-3	-2	i	i	i	i	i	i
CC(C)[C@H](NC(=O)c1cc2cc(Cl)ccc2n1C)C(=O)N1CCC(C(=O)O)CC1	i	0.8	i	3	0	i	i	i	i	i	i
CCCCCCCCOC(=O)CCc1c(C)[nH]c(=S)[nH]c1=O	i	-0.3	i	-3	2	i	i	i	i	i	i
CC1(C)Cc2c(sc3c2c2ncnn2c2nnc(SCC(=O)NCc4ccco4)n32)CO1	i	0.2	i	1	1	i	i	i	i	i	i
CCOc1ccc2nc(SCC(=O)NCc3ccc4c(c3)OCO4)[nH]c2c1	i	0.3	i	-18	-4	i	i	i	i	i	i
COc1ccc(Nc2nc(C)nc3c2oc2ccccc23)cc1	i	-0.3	i	6	1	i	i	i	i	i	i
CC(C)(C)C1CCc2c(sc3c2C(=O)NC(c2ccco2)N3)C1 (configuration not stated)	i	0.8	i	8	2	i	i	i	i	i	i
COc1ccc(CCNC(=O)c2cc(C(C)C)on2)cc1OC	i	0.4	i	2	3	i	i	i	i	i	i
COc1ccccc1/C=C1/SC(=S)N(C(C)C(=O)NC2C=CS(=O)(=O)C2)C1=O (configuration not stated)	i	-0.3	i	-9	5	i	i	i	i	i	i
Cc1ccc(Cn2ncc3c(N4CCN(C)CC4)ncnc32)cc1	i	-0.6	i	7	-1	i	i	i	i	i	i
CN(C1CCCCC1)S(=O)(=O)c1ccc2[nH]c(=O)oc2c1	i	-7.1	i	-5	-18	i	i	i	i	i	i
O=C(O)CSc1nnc(-c2cccs2)n1-c1ccc(Cl)cc1	i	0.1	i	4	-4	i	i	i	i	i	i
Cc1ccc(N(C(=O)Cc2cccs2)C(C(=O)NC2CCCCC2)c2ccccn2)cc1C (configuration not stated)	i	0.2	i	-1	7	i	i	i	i	i	10*
CCn1c(N)c(C(=O)NCc2ccco2)sc1=S	i	-0.2	i	-1	2	i	i	i	i	i	i
OCCNC(=S)Nc1cccc(Cl)c1Cl	i	-0.7	i	-1	1	i	i	i	i	i	i
Cc1ccc(OCCNC(=O)c2ccccc2N)cc1	i	1.8	i	-1	-5	i	i	i	i	i	i
CC(=O)Nc1sc(/C(C#N)=C/c2ccc(Cl)c(Cl)c2)nc1-c1ccc(C)cc1	i	-0.1	13*	5	30	i	-8.9*	.	.	i	.
